Screening results from PubChem.
K1F lysis inhibition: inhibition of K1F phage lysis, E. coli UTI89, bacterial capsule biogenesis inhibitors, alamar blue (AID 488966) | E. coli UTI89 K1F phage lysis, alamar blue, 2 h; higher % means a stronger effect | inhibition, % at 100 µM; hits with a dose series show IC50 in µM | 340,000 tested, 0.02% active;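 active = phage lysis inhibition, versus mean bacterial control, above a set limit; inconclusive = no clear call, values can overlap the other calls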;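 also: capsule biogenesis inhibitors block K1F phage lysis so surviving cells raise fluorescence; higher fluorescence means more inhibition of phage lysis; actives were called in the ten point dose series up to 300 µM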
TNAP activators: stimulation of alkaline phosphatase TNAP activity – biochemical, luminescent, no phosphate acceptor, uHTS, primary screen (AID 1001). purified TNAP, luminescent activation assay, no phosphate acceptor; higher activation fold means a stronger effect. activation fold at 20 µM; hits with a dose series show EC50 in µM. 200,000 tested, 0.03% active; in the data active = activation fold from about 3, or a potency from the dose series; inactive = the rest, 99 in 100 with activation fold below about 1.6; also: many of its hits are not listed in these tables
Myeloid diff MLP: compounds promoting myeloid differentiation; 360,000 tested, 1% active; calls only at 10 µM; ER-HoxA9 myeloid progenitors, lysozyme-GFP differentiation, flow cytometry;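 active = normalized GFP-positive differentiation at or above the plate's own cutoff, the solvent-only control mean plus 3 SD; inconclusive = no clear call, values can overlap the other calls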;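 also: cells exposed to compound for four days before flow analysis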
SV40 large T antigen: TAg ATPase/helicase activity blockers – biochemical (AID 1903); SV40 large T antigen ATPase/helicase inhibition assay; higher % means a stronger effect; 310,000 tested, 0.39% active; inhibition, % at 20 µM, or IC50 in µM where a hit was titrated; in the data active = a potency from the dose series; inconclusive = inhibition mostly from about 32% at the one dose, without a potency; inactive = the rest, 99 in 100 with inhibition below about 32%; also: strong numbers were not always called active
PhoP inhibition: PhoP-dependent GFP reporter repression – Salmonella Typhimurium, primary screen (AID 1863); S. Typhimurium PhoP-regulated promoter GFP reporter, 4 h; higher % means a stronger effect; inhibition, % at 50 µM, or IC50 in µM where a hit was titrated; 300,000 tested, 0.16% active;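 active = inhibition over 29.93%, a cutoff 3 SD above the screen mean, later confirmed by dose response; inconclusive = inhibition over 29.93% but no dose response follow-up; inactive = inhibition at most 29.93% or unconfirmed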;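 also: 0% = low Mg2+ inducing control and 100% = high Mg2+ repressing control; strong numbers were not always called active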
MgcRacGAP inhibition: MgcRacGAP GTPase-activating activity inhibitors, confirmation, biochemical, ADP Hunter fluorescence; one-dose inhibition, % at 30 µM; IC50 in µM for titrated hits; MgcRacGAP-stimulated Rac1 GTP hydrolysis, ADP Hunter fluorescence; higher % means a stronger effect; GST-tagged Rac1 F28L mutant substrate; 340,000 tested, 0.6% active;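 active = first-screen hits whose inhibition reached a set limit at any dose in the follow-up dose series; inconclusive = inhibition above the set first-screen limit but never retested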;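 also: fluorescence reports GDP produced by GAP-driven GTP hydrolysis; strong numbers were not always called active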
RSV CPE inhibition: inhibition of RSV-induced cytopathic effect – HEp-2 cells, primary 10 µM value included (AID 2391); 310,000 tested, 0.13% active; one-dose CPE inhibition, % at 10 µM; IC50 in µM for titrated hits; HEp-2 cells, RSV-induced CPE inhibition; higher % means a stronger effect; in the data active = a potency from the dose series; inconclusive = CPE inhibition mostly from about 23% at the one dose, without a potency; inactive = the rest, 99 in 100 with CPE inhibition below about 21%; also: strong numbers were not always called active
T cell HTS: T cell immune modulators affecting CD8 T cell-vesicle binding. 2C CD8+ T cell-vesicle binding, flow cytometry; active compounds read low. calls only at 7 µM. 330,000 tested, 0.068% active;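 active = response, share of CD8 T cells binding vesicles, and their 90th percentile fluorescence all below set limits, cut at about 80% in these data, passing the limit was not always enough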
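Read-out – percent CD8+ FL2 mean versus row control · System – murine 2C transgenic CD8+ T lymphocytes · Times – 1.5 h cell–vesicle binding at 37 °C, then 20 min icy labelling · Control set – naked vesicles low, QL9 vesicles with vehicle high · Detection – cytometric PE anti-B7-1 and Alexa647 anti-CD8 signals after 1% paraformaldehyde fixation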
NTR1 agonist: NTR1-driven beta-arrestin-GFP spot formation – imaging, U2OS cells, high content, primary screen (AID 493036). 330,000 tested, 0.17% active. activation, % at 20 µM. agonist mode. P30989;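 active = activation at or above 40% of the spot to cytoplasm intensity ratio, with at least 20 cells analyzed; inconclusive = wells under 20 cells, flagged as cytotoxic or low count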;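 also: 0% = DMSO without peptide and 100% = 100 nM NTR1 peptide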
Target sequence (P30989 whole entry, looked up): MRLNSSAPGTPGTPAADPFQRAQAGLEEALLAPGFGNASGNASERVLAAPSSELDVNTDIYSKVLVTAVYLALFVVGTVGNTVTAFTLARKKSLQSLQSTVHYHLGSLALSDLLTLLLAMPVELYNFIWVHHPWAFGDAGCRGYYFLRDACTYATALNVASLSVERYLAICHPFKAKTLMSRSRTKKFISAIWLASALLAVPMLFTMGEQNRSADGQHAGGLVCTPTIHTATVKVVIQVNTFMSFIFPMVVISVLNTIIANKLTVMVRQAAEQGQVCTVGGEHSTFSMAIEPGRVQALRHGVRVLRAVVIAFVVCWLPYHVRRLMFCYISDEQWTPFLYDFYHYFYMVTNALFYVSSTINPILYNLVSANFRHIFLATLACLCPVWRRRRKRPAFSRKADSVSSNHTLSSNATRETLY
T cell HTS vesicle-bound %: second read-out of T cell HTS, no call of its own (marks repeat the call); double positive events, %; measured here: CD8+ vesicle-bound cell fraction;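 binding gate set so that unloaded-vesicle control wells show 10% double positive cells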
NTR1 agonist cell count 20 µM: recorded beside NTR1 agonist, whose call it bears; cell count; measured here: cell count, cytotoxicity flag
Myeloid diff MLP GFP+ MAC1+ %: second read-out of Myeloid diff MLP, no call of its own (marks repeat the call); GFP+ MAC1+ double positive, %; measured here: differentiation confirmed by MAC1 staining
Starred values were filed as active, the others as inactive; i = inactive; ? = inconclusive; . = no result given; [ ] = another dose, or the depositor's remark.

SMILES	K1F lysis inhibition	TNAP activators	Myeloid diff MLP	Myeloid diff MLP GFP+ MAC1+ %	SV40 large T antigen	PhoP inhibition	MgcRacGAP inhibition	RSV CPE inhibition	T cell HTS	T cell HTS vesicle-bound %	NTR1 agonist	NTR1 agonist cell count 20 µM
COc1cc(Cl)c(C)cc1NC(=O)COc1ccc(C)nc1[N+](=O)[O-]	1.5%[50 µM]	.	i	1.3	.	.	4%	.	.	.	1.5	83
O=C(c1cccc(S(=O)(=O)NCc2ccccc2)c1)N1CCN(c2cccc(C(F)(F)F)c2)CC1	0.3%	.	i	1.0	5%	-4%	6%	-0.7%	i	50	15	68
O=C(NCCCCCCNC(=O)c1cncc(O)c1)c1cncc(O)c1	0.7%	.	i	0.2	14%	1%	-3%	-0.8%	i	26	0.3	63
CCOC(=O)c1c(-c2ccccc2)oc2ccc(OC(C)C(=O)O)cc12 (stereo not given)	-0.1%	.	i	0.4	3%	-10%	4%	0.0%	i	25	2.8	59
COc1ccccc1-c1cc(C(=O)NCCCn2ccnc2)no1	5.3%	0.9	i	5.3	-2%	7%	9%	-0.8%	i	31	-1.9	62
CC(C)Cn1cnc2sc3c(c2c1=N)CCCC3	0.6%	1.1	i	0.6	7%	29%	4%	1.2%	i	38	0.3	72
COc1ccc(S(=O)(=O)N2CCN(C(=O)C3CCC3)CC2)cc1	0.6%[50 µM]	.	i	1.0	1%	2%	8%	0.3%	i	47	0.2	60
CCOc1ccccc1NC(=O)C1CCN(C(=O)NCc2ccccc2)CC1	0.1%	1	i	0.4	4%	-2%	4%	2.1%	i	14	-1.6	97
COc1ccc(N2CCN(c3ncnc4c3[nH]c3ccccc34)CC2)cc1	0.2%	1.1	i	1.6	1%	-5%	29%	-1.7%	i	56	28	38
O=C(NC(Cc1ccccc1)c1ccc2c(c1)OCCCO2)c1ccccc1F (stereo not given)	2.9%	1.1	i	5.1	17%	-5%	5%	0.7%	i	42	1.7	66
Cc1ccc(NCCC(=O)c2ccc(Br)cc2)cc1	-0.2%	1.1	i	1.3	-2%	0%	8%	1.7%	i	40	0.0	48
Cc1cccc(NS(=O)(=O)c2ccc(C)c(C(=O)NCC(c3ccco3)N3CCCCC3)c2)c1 (stereo not given)	0.6%[50 µM]	.	i	0.7	.	.	5%	.	.	.	1.1	74
C=CCn1c(SCc2nc(N)nc(N(C)C)n2)nnc1-c1cccnc1	0.8%	1	i	1.2	6%	-13%	6%	0.8%	i	57	0.7	68
CCOc1ccc(S(=O)(=O)N(CC)CC(=O)NC2CC2)cc1	1.4%[50 µM]	.	i	0.5	3%	-2%	8%	1.2%	i	65	0.5	71
Cc1cc(C)cc(S(=O)(=O)c2cnc3ccccc3n2)c1	2.1%	1.1	i	0.2	6%	-7%	3%	2.0%	i	29	-0.8	30
Cc1cccc(C)c1N(CC(=O)N1CCCC1)S(C)(=O)=O	0.3%	.	i	0.4	9%	-1%	12%	2.5%	i	64	-0.3	69
O=C(NCCCn1ccnc1)c1cc(C(=O)C2CC2)c[nH]1	0.5%	1.1	i	1.3	0%	1%	3%	-1.2%	i	42	-2.7	65
O=C(Nc1ccc(Oc2ccc(C(F)(F)F)cn2)c(Cl)c1)C1CC1	0.7%	1	.	.	15%	1%	6%	8.4%	i	57	0.4	34
O=C(Cn1c(=O)sc2ccccc21)Nc1ccccc1	0.7%	1.1	i	1.0	8%	2%	12%	1.1%	i	57	-0.6	53
CO/N=C(\Cn1ncc(N2CCCC2)c(Cl)c1=O)c1ccc(Cl)cc1	-0.1%	1.1	i	0.5	8%	-9%	6%	16%	i	52	2.9	52

Ordered by the number under TNAP activators (high to low): some entries from above.
smiles	TNAP activators	Myeloid diff MLP GFP+ MAC1+ %	SV40 large T antigen	PhoP inhibition	MgcRacGAP inhibition	RSV CPE inhibition	T cell HTS	T cell HTS vesicle-bound %
CC(C)Cn1cnc2sc3c(c2c1=N)CCCC3	1.1	0.6	7%	29%	4%	1.2%	i	38
C=CCn1c(SCc2nc(N)nc(N(C)C)n2)nnc1-c1cccnc1	1	1.2	6%	-13%	6%	0.8%	i	57
COc1ccccc1-c1cc(C(=O)NCCCn2ccnc2)no1	0.9	5.3	-2%	7%	9%	-0.8%	i	31

Carrying on:
SMILES	K1F lysis inhibition	TNAP activators	Myeloid diff MLP	Myeloid diff MLP GFP+ MAC1+ %	SV40 large T antigen	PhoP inhibition	MgcRacGAP inhibition	RSV CPE inhibition	T cell HTS	T cell HTS vesicle-bound %	NTR1 agonist	NTR1 agonist cell count 20 µM
CCCOc1ccc2ccccc2c1/C=N/n1c(C)nnc1-n1nc(C)cc1C	-0.7%	1	i	1.2	8%	2%	12%	6.3%	i	23	1.9	49
O=C(Cc1cccc(C(F)(F)F)c1)Nc1cccc(S(=O)(=O)N2CCCC2)c1	1.7%[50 µM]	.	i	3.5	13%	2%	-3%	18%	i	14	1.7	65
CSCC[C@H](NC(=O)[C@@H]1Cc2ccccc2CN1)C(=O)NC(C)c1ccccc1 (stereo not given in full)	0.4%	.	i	1.6	7%	11%	14%	0.8%	i	6	1.6	57
CCOC(=O)N1CCC(N(CCN(C)C)C(=S)Nc2ccccc2OC)CC1	-0.1%	1.1	i	0.2	16%	-15%	3%	0.2%	i	29	0.1	65
N=c1n(Cc2ccccc2)c2ccccc2n1CC(O)COc1ccc(Cl)cc1Cl (stereo not given)	-5.7%	1.1	?	.	7%	35µM*	21%	.	.	.	14	24
Cc1cc(=O)[nH]c(N2CCN(C(c3ccccc3)c3ccccc3)CC2)n1	-0.2%	1.1	i	2.2	-1%	3%	-7%	2.6%	i	5	-0.5	49
CCN(CCC(=O)Nc1ccc(Br)c(C)c1)Cc1ccccc1	0.3%	1	i	0.8	14%	-3%	-1%	0.1%	i	14	0.3	59
Cc1nc2ccccc2cc1OCc1ccc(F)cc1	0.4%	0.9	i	3.3	-7%	-6%	7%	10%	i	38	0.0	85
O=C(Cc1cccc2ccccc12)Nc1ccc(-c2cc3ccccc3oc2=O)cc1	1.1%	1.2	i	1.3	11%	23%	2%	4.8%	i	44	-0.5	36
Cc1ccc(-c2cc(C)nc3nc(N)nn23)cc1	3.0%	1	i	0.3	3%	9%	5%	6.4%	i	52	0.2	89
CC1CCN(C2(O)C(=O)Nc3ccc(Cl)cc32)CC1 (stereo not given)	0.1%	.	i	0.9	11%	-3%	5%	0.6%	i	54	-0.1	63
CCOC(=O)c1ccc(N=Cc2c(O)c3ccccc3oc2=O)cc1	0.3%	.	i	0.1	10%	5%	7%	1.5%	i	21	-1.3	65
Nc1n[nH]c(=S)n1-c1ccc(Cl)cc1	0.3%	.	i	0.0	6%	3%	3%	-0.9%	i	20	-1.3	73
COc1ccc(C(C(=O)NCC2CCCO2)N(C(=O)CNC(=O)c2cccs2)c2ccc(NC(C)=O)cc2)cc1OC (stereo not given)	0.0%	1	i	0.0	6%	-5%	7%	1.3%	i	54	-2.3	91
CCOC(=O)c1cc2c(ccn2C)n1CC(=O)N1CCC(Cc2ccccc2)CC1	3.0%	1.1	i	2.4	23%	13%	2%	9.4%	i	31	3.2	56
COc1cccc(NC(=O)COc2ccc(C)cc2)c1	1.4%	1	i	1.2	5%	-1%	3%	8.1%	i	40	2.1	50
CCCN(CCC)CCCNS(=O)(=O)c1ccc2c(c1)oc(=O)n2C	0.3%	1	i	2.3	-4%	34%	1%	-1.1%	i	52	7.7	101
O=C(NCc1ccc(N2CCCC2=O)cc1)NC1CCCCC1	0.6%	1.1	i	0.5	6%	3%	8%	0.9%	i	54	0.9	44
Nc1c(-c2ccccc2)c(CSc2nc3ccccc3[nH]2)nn1-c1cccc(Cl)c1	6.8%	1.8	i	2.1	-3%	15%	3%	18%	i	44	3.4	27
S=C(NCCc1ccccc1)N1CCN(C(c2ccccc2)c2ccccc2)CC1	0.4%	1.2	i	1.2	7%	2%	2%	?	i	6	1.5	72
Cc1c(C#N)c(N=CN(C)C)c(C(=O)c2ccccc2)n1-c1ccccc1	6.5%	1.1	i	0.7	10%	10%	6%	0.9%	i	39	0.3	54
N#CCC(=O)Nc1ccc(C(=O)OCC(=O)NC(=O)Nc2ccc3c(c2)OCCO3)cc1	0.4%[50 µM]	.	i	3.1	.	.	6%	.	i	13	-0.2	66
CCOc1ccc(-c2nc(N)ncc2-c2ccc(Cl)cc2)c(O)c1	0.2%	.	i	0.6	-23%	6%	15%	2.0%	i	16	15	62
O=C(COc1ccc2ccccc2c1)N1CCNCC1	0.2%	.	i	2.0	25%	-3%	1%	-0.1%	i	20	-1.3	27
COc1ccc(S(=O)(=O)NCCc2ccccc2)cc1OC	0.2%	.	i	0.4	22%	5%	5%	3.0%	i	55	0.0	58
COc1ccc(CS(=O)(=O)/C(Cl)=C(/Cl)C(=O)Nc2ccc(OC)nc2)cc1	-0.2%	1	?	.	14%	-3%	19%	-3.0%	i	65	0.6	65
OCC12COC(c3ccccc3)N1C(c1ccccc1)OC2 (stereo not given)	0.9%	1.1	i	0.9	0%	-21%	7%	0.1%	i	16	1.0	35
O=C(Nc1ccc(C(=O)N2CCOCC2)cc1)Nc1ccc(Cl)cc1Cl	0.5%	1.1	i	0.6	-2%	3%	0%	1.7%	i	41	-0.6	41
CCC(Sc1nc2n[nH]c(C)c2c(=N)n1-c1ccc(C)c(Cl)c1)C(=O)N1CCOCC1 (stereo not given)	0.1%	1.3	i	0.6	-1%	11%	8%	-0.5%	i	20	1.8	59
O=C1C(Cl)=C(N2CCCCCC2)C(=O)N1c1ccc(Br)cc1	-0.1%	.	i	0.6	3%	-6%	17%	0.7%	i	47	4.8	65
CCN(CC)CC#CC(C)(C)OC(C)=O	1.1%	.	i	1.3	.	.	3%	1.2%	i	38	1.1	82
CCOC(=O)CSc1nc2c(sc(=S)n2Cc2ccco2)c(=O)n1-c1ccc(F)cc1	3.5%	1.1	i	1.3	-3%	4%	-5%	-0.7%	i	38	-0.4	55
O=C(Cc1sc(-c2ccccc2Cl)nc1-c1ccccc1)Nc1ccc(F)cc1	0.3%	1.1	i	1.3	9%	1%	14%	2.9%	i	48	-0.5	47
O=C(CCC(=O)OCc1ccc(C(=O)Oc2ccc(Cl)cc2)cc1)Nc1ccccc1	0.3%	0.9	i	0.4	4%	?	-3%	0.1%	i	4	4.3	63
